Wnt act – activators of Wnt/beta-catenin signaling. AID 743398. Wnt/beta-catenin reporter cell assay, activator, plate reader. 1.2% of 300,000 active. activation, % at 9.35 µM; in the data active means activation above about 30%, passing the limit was not always enough; inconclusive means no clear call, values can overlap the other calls;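 further: 0% = neutral control wells and 100% = positive control wells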
Ecoli viability – counter-screen for AddAB inhibitors: E. coli growth inhibition; inhibition, % at 11.9 µM; 0.27% of 330,000 active; E. coli V3065 growth, OD600 absorbance, 18 h;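 active means inhibition above the campaign's mean inhibition across all tested compounds plus 3 SD, cut at about 9.9% in these data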;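 further: uninfected addAB+ strain grown without phage in ampicillin broth; 0% = DMSO wells and 100% = ciprofloxacin 0.95 µg/ml wells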
phage Ecoli inh – E. coli growth loss with phage present | growth absorbance | inhibition, % at 11.9 µM | 0.26% of 360,000 active; in the data active means inhibition above about 11%
MITF act – MITF TRPM1 promoter activation in melanoma cells. SK-MEL-5 TRPM1-promoter luciferase, 24 h; % of positive control, neutral wells = 0. activation, % at 12.5 µM. 0.75% of 300,000 active;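 active means mean activation of at least 80% with every replicate also reaching 80%; inconclusive means mean reaches 80% but some replicate falls short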;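 further: 0% = neutral control wells and 100% = parthenolide positive control wells; values of inactives mirror those of a sister screen read the other way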
CAL PDZ FP-1 – inhibitors of human CAL PDZ peptide binding | purified CAL PDZ, TMR-peptide fluorescence polarization, 1 h | inhibition, % at 24.9 µM | AID 602252 | Q9HD26 | 0.92% of 300,000 active;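 active means mean inhibition of at least 30% with at least half of replicates also reaching 30%; inconclusive means no clear call, values can overlap the other calls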;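 further: 0% = DMSO neutral control and 100% = excess unlabeled competitor peptide PRC23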
CAL PDZ FP-2 – inhibitors of human CAL PDZ peptide binding; inhibition, % at 20 µM; purified CAL PDZ, TMR-peptide fluorescence polarization, 1 h; Q9HD26; AID 504414; 0.02% of 330,000 active;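 active means highest replicate inhibition of at least 40%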;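 further: plate controls were DMSO neutral control wells for no effect and unlabeled competitor peptide control wells for full effect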
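Assay system – tagged CAL PDZ protein CerCALP, purified · Timing – 1 h at RT · Compound – single point, 20 µM · Measured by – fluorescence polarization from S- and P-plane intensities, G-factor corrected · Evaluation – inhibition from polarization loss · Probe or stimulus – TMR reporter peptide T*-PRC34 · Buffer or medium – pH 7.4 phosphate-saline buffer, reducing agent, detergent, IgG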
SR-BI HDL uptake – inhibitors of mouse SR-BI mediated HDL lipid uptake; Q61009; ldlA[mSR-BI] CHO cells, DiI-HDL uptake fluorescence, 3 h; inhibition, % at 12.5 µM; 0.96% of 320,000 active; AID 488896;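 active means mean replicate inhibition of at least 70% and a set share of replicates each scoring 70 or more; inconclusive means meets just one of the two criteria; inactive means fails both criteria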;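 further: 0% = median of neutral control wells and 100% = median of positive control wells; values of inactives mirror those of a sister screen read the other way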
Target sequence (Q61009 whole entry, looked up): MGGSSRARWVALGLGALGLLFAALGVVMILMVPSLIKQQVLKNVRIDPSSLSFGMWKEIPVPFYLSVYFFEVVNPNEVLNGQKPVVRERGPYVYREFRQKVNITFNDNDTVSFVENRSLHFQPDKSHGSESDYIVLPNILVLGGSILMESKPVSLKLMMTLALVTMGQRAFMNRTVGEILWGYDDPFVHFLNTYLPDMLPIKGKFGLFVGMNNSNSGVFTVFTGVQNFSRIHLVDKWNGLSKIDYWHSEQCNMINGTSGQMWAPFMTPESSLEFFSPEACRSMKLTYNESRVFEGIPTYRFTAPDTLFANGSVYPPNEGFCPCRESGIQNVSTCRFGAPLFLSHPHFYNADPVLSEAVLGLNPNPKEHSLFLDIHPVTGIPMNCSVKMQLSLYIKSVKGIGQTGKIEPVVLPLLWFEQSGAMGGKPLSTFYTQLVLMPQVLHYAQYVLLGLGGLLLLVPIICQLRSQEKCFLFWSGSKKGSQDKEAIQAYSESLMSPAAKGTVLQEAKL
AddAB inh – less growth of phage-infected E. coli with AddAB; AID 435030; E. coli expressing H. pylori AddAB, absorbance growth; inhibition, % at 11.9 µM; 0.29% of 330,000 active; in the data active means inhibition above about 12%;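 further: 0% = vehicle wells of infected cells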
Tat export inh – E. coli Tat transport inhibition | inhibition, % at 10 µM | E. coli MC4100 TorA-mCherry Tat export, fluorescence | 0.036% of 340,000 active | AID 488895;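 active means mean replicate inhibition at least 50% and at least half of replicates individually reaching 50%; inconclusive means only one of the two criteria met; inactive means neither criterion met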;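 further: exported cargo escapes ClpAP degradation while cytoplasmic cargo is degraded and loses fluorescence; 0% = median of neutral control wells and 100% = median of NaSCN control wells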
SR-BI DiI-HDL act – activators of SR-BI mediated HDL lipid uptake; CHO ldlA[mSR-BI] cells, DiI-HDL uptake fluorescence, 3 h; 100 = double the neutral-control signal; activation, % at 12.5 µM; 0.096% of 320,000 active; AID 504775;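 active means mean replicate activation of at least 60% and every replicate at or above 60%; inconclusive means mean or all-replicate condition met, but not both; inactive means mean below 60% and not all replicates reaching 60%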;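 further: 0% = median plate neutral-control signal and 100% = twice that signal; values of inactives mirror those of a sister screen read the other way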
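Test system: SR-BI-overexpressing, LDLR-lacking CHO cells. Measured by: DiI fluorescence, bottom read. Medium: Ham's F12 with 0.5% BSA, HEPES 25 mM, pH 7.4. Timing: 3 h uptake period with compound, 37 °C.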
Active calls of the source: *; ? = inconclusive; . = no result given.

SMILES | Wnt act | Ecoli viability | phage Ecoli inh | MITF act | CAL PDZ FP-1 | CAL PDZ FP-2 | SR-BI HDL uptake | AddAB inh | Tat export inh | SR-BI DiI-HDL act
Cc1ccc(CN2CCN(Cc3cccn3-c3ccccn3)CC2CCO)o1 (stereo not drawn) | 4 | 1.5 | 2.0 | -4 | -3 | -2.5 | -12 | 0.5 | 2 | 12
Cc1c2c(n3c(nc4ccccc43)c1C#N)N(CCCN(C)C)CC2 | 0 | 0.6 | 1.4 | -6 | 2 | -0.6 | -17 | 0.2 | 1 | 17
Cc1ccc(Nc2nc(-c3sc(N)nc3C)cs2)cc1 | 1 | . | 1.7 | . | . | 0.7 | 47 | . | -4 | -47
O=C(O)COCC(=O)NCc1csc2ccc(Cl)cc12 | 3 | 1.2 | -0.5 | -14 | -3 | 0.4 | -5 | 4.5 | 5 | 5
CN1CCN(C(=O)N2c3ccccc3C=Cc3ccccc32)CC1 | . | -1.2 | 1.9 | 11 | -2 | . | 5 | 0.8 | -3 | -5
O=C(Nc1ccccc1F)c1ccc(CSc2ccccc2)o1 | -3 | -1.1 | 6.2 | 1 | -2 | -3.0 | -21 | -2.7 | 1 | 21
CN(CCOc1ccccc1)CC(=O)Nc1ccc(S(=O)(=O)N2CCCC2)cc1 | -2 | 1.5 | -0.8 | -4 | -1 | -2.2 | . | -0.1 | 1 | .
CCOCCn1c(CN2CCCC(C)C2)nc2c1c(=O)n(C)c(=O)n2C (stereo not drawn) | -4 | -1.1 | 3.8 | . | . | -0.5 | -50 | 0.5 | 0 | 50
C/C(=N/NC(=O)c1cccs1)c1ccc(NC(=O)COc2ccc(Cl)cc2Cl)cc1 | . | -1.0 | 1.6 | -18 | -19 | -0.6 | 21 | 1.2 | -4 | -21
COc1ccc(S(=O)(=O)N2CCN(c3c(C)cccc3C)CC2)cc1OC | -1 | 0.9 | 1.7 | . | . | -0.2 | 3 | 4.8 | 12 | -3
Cc1nn(-c2ccccc2)c(N)c1-c1ccccc1 | ? | 0.6 | 2.2 | 114* | -3 | -0.1 | -2 | 1.7 | 17 | 2
O=C(CN(Cc1ccco1)C(=O)c1ccc(F)cc1)Nc1ccccc1Br | 1 | -1.3 | 2.3 | -3 | -4 | -2.4 | 29 | -0.2 | 1 | -29
COc1ccc(C(=O)NCC(=O)N2CCC(Cc3ccccc3)CC2)cc1OC | -2 | . | 0.9 | -5 | 1 | -1.6 | 38 | . | 4 | -38
O=C(N/N=C/c1ccc(OC(=O)c2ccc(Br)cc2)cc1)c1ccncc1 | 1 | -2.5 | -0.9 | 5 | . | -1.2 | . | 2.2 | 1 | .
CC(=O)N1CCN(C(=S)NC(=O)C23CC4CC(CC(C4)C2)C3)CC1 | 2 | 2.9 | 2.9 | -4 | 2 | -3.7 | -15 | 1.6 | 4 | 15
O=C(N/N=C/C=C/c1ccccc1)c1cccc(Br)c1 | -2 | -4.0 | -3.9 | 10 | 2 | -3.3 | 30 | -4.3 | 7 | -30
CC(OC(=O)Cn1cc(C(F)(F)F)ccc1=O)C(=O)NC(C)c1ccc(Cl)cc1Cl (stereo not drawn) | -2 | -1.7 | 0.8 | -2 | 7 | -0.1 | -7 | 1.9 | -4 | 7
Cn1nnc(NC(=O)c2ccccc2)n1 | . | -1.2 | 3.3 | -1 | -4 | 0.2 | 11 | 1.2 | -4 | -11
O=C(CCn1c(=O)[nH]c2ccccc2c1=O)N1CCN(c2cccc(C(F)(F)F)c2)CC1 | 4 | -1.9 | 2.5 | . | 4 | . | -9 | 2.2 | -11 | 9
Cc1ccc(NC(=O)CN(C)C(=O)Cc2c[nH]c3ccccc23)cc1 | -2 | 0.6 | 2.1 | . | 1 | -0.4 | -9 | 0.2 | -2 | 9
N/C(=N\OC(=O)CCCC(=O)O)c1ncc(C(F)(F)F)cc1Cl | -1 | -1.4 | 2.0 | 2 | -2 | 0.1 | -12 | -1.2 | 2 | 12
CCCCOc1ccc(-c2nc(-c3cccnc3)no2)cc1 | . | -1.4 | 2.8 | 99* | . | -0.3 | 14 | 2.6 | 22 | -14
CCCC(=O)NC(NC1CCS(=O)(=O)C1)C(Cl)(Cl)Cl (stereo not drawn) | 0 | 0.1 | 4.3 | 1 | 2 | -0.3 | -17 | 1.1 | 3 | 17
Cc1cnc(NC(=O)Cc2cccs2)s1 | -1 | 1.6 | 4.0 | 6 | -5 | -0.3 | 5 | -0.7 | 1 | -5
O=C(NCCn1cc(SCC(=O)N2CCOCC2)c2ccccc21)c1ccccc1 | 11 | 0.3 | 1.8 | . | . | -0.4 | -2 | -0.5 | -14 | 2
O=C(NCCc1ccccc1)C1CCCN(S(=O)(=O)c2cccc3nsnc23)C1 (stereo not drawn) | . | -0.4 | 4.0 | 0 | 0 | -1.2 | 10 | -1.9 | 4 | -10
COCOc1ccc(C=O)c(O)c1 | -2 | 1.3 | 3.7 | 5 | -4 | -0.3 | -10 | 2.2 | 7 | 10
COC(=O)COc1nc(C)c(Br)c(OC)n1 | . | 1.6 | 2.0 | -10 | 2 | -0.1 | -3 | 0.5 | -1 | 3
CC(C)C(=O)NNC(=O)CSc1nnnn1C(C)C | 2 | 2.0 | 0.8 | 5 | . | 0.3 | -4 | 2.4 | -1 | 4
CCC(C)N=C1CC(C)(C)CC(=O)/C1=C(/O)Cc1ccccc1 (stereo not drawn) | . | 0.3 | 3.3 | 0 | 5 | -0.3 | -10 | 4.9 | 10 | 10

Full records, looked up by structure:
N/C(=N\OC(=O)CCCC(=O)O)c1ncc(C(F)(F)F)cc1Cl is listed as Wnt act: -1; Ecoli viability: -1.4; phage Ecoli inh: 2.0; MITF act: 2; CAL PDZ FP-1: -2; CAL PDZ FP-2: 0.1; SR-BI HDL uptake: -12; AddAB inh: -1.2; Tat export inh: 2; SR-BI DiI-HDL act: 12
O=C(NCCn1cc(SCC(=O)N2CCOCC2)c2ccccc21)c1ccccc1 is listed as Wnt act: 11; Ecoli viability: 0.3; phage Ecoli inh: 1.8; MITF act: .; CAL PDZ FP-1: .; CAL PDZ FP-2: -0.4; SR-BI HDL uptake: -2; AddAB inh: -0.5; Tat export inh: -14; SR-BI DiI-HDL act: 2

Structures listed so far printed as active in MITF act:
| mol | Wnt act | phage Ecoli inh | MITF act | CAL PDZ FP-1 | CAL PDZ FP-2 | SR-BI HDL uptake | AddAB inh | Tat export inh | SR-BI DiI-HDL act |
| --- | --- | --- | --- | --- | --- | --- | --- | --- | --- |
| Cc1nn(-c2ccccc2)c(N)c1-c1ccccc1 | ? | 2.2 | 114* | -3 | -0.1 | -2 | 1.7 | 17 | 2 |
| CCCCOc1ccc(-c2nc(-c3cccnc3)no2)cc1 | . | 2.8 | 99* | . | -0.3 | 14 | 2.6 | 22 | -14 |

Carrying on.
SMILES | Wnt act | Ecoli viability | phage Ecoli inh | MITF act | CAL PDZ FP-1 | CAL PDZ FP-2 | SR-BI HDL uptake | AddAB inh | Tat export inh | SR-BI DiI-HDL act
O=C(Nc1ccc(N2CCCC2)c(Cl)c1)c1cccnc1 | 7 | 1.1 | -0.9 | ? | -3 | . | 43 | 1.4 | -1 | -43
CCC(NS(=O)(=O)c1ccc(OC)cc1)C(=O)NCCc1ccccc1 (stereo not drawn) | 2 | -3.2 | 0.0 | -2 | -1 | -3.7 | -26 | -1.5 | 5 | 26
CCOC(=O)C1CCCN(C(=O)Cc2c(C(=O)O)[nH]c3ccccc23)C1 (stereo not drawn) | . | 2.3 | 0.5 | -1 | . | -0.3 | -35 | 4.7 | -5 | 35
CC(C)n1c(SCC(=O)N2CCN(C(=O)c3ccco3)CC2)nc2c1c(=O)n(C)c(=O)n2C | 1 | 0.8 | 3.5 | 5 | 0 | -0.6 | 1 | 0.8 | -2 | -1
O=C(CC1SC(=Nc2ccc(OC(F)F)cc2)N(CCN2CCOCC2)C1=O)Nc1ccc(F)cc1F (stereo not drawn) | -2 | -0.8 | 1.8 | -7 | . | -0.6 | -8 | 1.6 | 4 | 8
Cc1ccccc1NC(=O)Cc1nc(COC(=O)c2ccc(NC(N)=O)cc2)cs1 | -1 | -1.1 | 1.3 | 2 | . | -0.9 | 39 | -0.2 | -6 | -39
CCOc1ccccc1/C=C/C(=O)NCC(=O)N1CCC(N(C)C2CCCCC2C)CC1 (stereo not drawn) | 0 | 0.6 | -1.9 | -4 | -1 | -1.8 | 10 | 3.6 | -1 | -10
CCOCN(C(=O)Cn1cnc2ccccc21)c1c(C)cccc1CC | 1 | 0.3 | 2.9 | -1 | -4 | -2.0 | -18 | -1.1 | -6 | 18
O=C(CNS(=O)(=O)c1cccc(Br)c1)NCC1CCCCC1 | 3 | -1.3 | 0.1 | 0 | -4 | -3.8 | . | 3.2 | -5 | .
CCOC(=O)c1c(C)c(C(=O)NC(C)COC)c(C)n1CC (stereo not drawn) | 1 | -1.4 | . | -8 | -7 | 0.5 | -20 | -0.2 | -7 | 20
CCC(Oc1ccccc1)C(=O)Nc1cc(C(F)(F)F)ccc1N1CCOCC1 (stereo not drawn) | -9 | 3.3 | -0.5 | 2 | -2 | -2.8 | -28 | 3.4 | 8 | 28
CC(NC(=O)Cn1nc(-c2ccccc2)c2ccccc2c1=O)c1ccccc1 (stereo not drawn) | -10 | -1.3 | 4.0 | -5 | -2 | -3.6 | 15 | -3.5 | -1 | -15
O=C1Nc2ccc(Cl)cc2C(=O)C1(F)c1ccccc1 (stereo not drawn) | 2 | -1.8 | 1.9 | . | . | . | . | -2.8 | . | .
SC(COCc1ccccc1)CN1CCN(Cc2ccc3c(c2)OCO3)CC1 (stereo not drawn) | . | -4.2 | . | -3 | 6 | -2.1 | -17 | -0.2 | 3 | 17
COC(=O)C(Cc1c[nH]c2ccccc12)NC(=O)c1cccs1 (stereo not drawn) | 16 | 3.1 | 1.5 | 6 | 17 | 0.7 | -16 | 5.9 | 4 | 16
O=C(CNCCc1ccccc1)N1CCc2ccccc2C1 | 2 | -1.9 | 1.9 | -8 | 45* | -1.2 | -9 | -0.2 | 0 | 9
Cc1ccc(C)c(N2CCN(CCCNC(=O)CCn3c(=O)c4cccn4c4cccnc43)CC2)c1 | 0 | -1.2 | 1.8 | 22 | . | -1.4 | 68 | 3.0 | -3 | -68
Cc1cc(C)cc(NC(=O)CSc2nnc(Cn3c(=O)sc4ccccc43)n2C)c1 | 1 | 1.4 | 2.6 | 1 | . | -0.8 | -14 | 3.2 | -2 | 14
CCN(CC)S(=O)(=O)c1ccc(C(=O)Nc2c3c(nn2C(C)(C)C)CS(=O)(=O)C3)cc1 | . | 0.9 | 3.6 | -11 | -1 | -0.5 | -9 | 2.7 | -7 | 9
Cc1cccc(OCc2nnc(SCC(=O)Nc3cc(C)on3)n2C)c1 | . | 1.3 | 1.9 | 15 | . | -0.8 | -6 | -1.6 | -3 | 6
COc1ccc(NC(=O)CCCCCN2C(=O)c3cccc([N+](=O)[O-])c3C2=O)c(OC)c1 | 0 | 0.3 | 0.6 | . | 2 | -1.0 | 21 | 2.3 | -6 | -21
